# Her2 expr inh – inhibitors of human Her2 kinase expression | P04626 | SKBR-3 HER2 protein level, AlphaScreen, 18-24 h; hits give low values | HER2 level % of control, % at 10 µM | actives 0.69% (n = 65,000);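 active = HER2 level under 5% of the carrier-only control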;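 also: 100% = DMSO carrier and 0% = 500 nM PU-H71 HSP90 inhibitor; lower value means stronger loss of Her2 protein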
# 5HT1E ag – agonists of human 5-HT1E serotonin receptor. actives 0.69% (n = 65,000). activation, % at 6 µM. CHO 5-HT1E Ga15 NFAT-bla reporter, FRET; 0% DMSO wells, 100% control agonist wells. AID 574;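 active = activation above a set limit, the screen-wide mean activation plus 3 SD, cut at about 8.5% in these data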;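 also: 100% = positive control agonist at 1 µM giving full maximal response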
# S1P1 ag-PAM – activates or potentiates agonism at human S1P1 receptor; P21453; S1P1 CRE-bla cells, forskolin, beta-lactamase FRET, potentiator mode; S1P1 agonist co-added at EC20, 2 nM; 100% = saturating reference agonist, 0% = basal; activation, % at 9.5 µM; actives 0.57% (n = 56,000); AID 449;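 active = activation above a cutoff set at the mean activation of all tested compounds plus 3 SD, cut at about 54% in these data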;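 also: forskolin at 4 µM as EC80 and the EC20 agonist is SEW2871; 100% = SEW2871 at its EC100 plus forskolin at EC80; some compounds past the cut are filed as inactive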
# S1P3 agonist – activates the human S1P3 receptor. activation, % at 4.5 µM. AID 373. actives 0.1% (n = 60,000). S1P3 NFAT-BLA reporter cells, agonism, FRET ratio; relative to 1 µM S1P, basal subtracted;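 active = activation above the screen-wide mean plus 3 SD, cut at about 4.5% in these data, passing the limit was not always enough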; also: some compounds called inactive have numbers as strong as hits
# Target sequence (Q99500 whole entry, looked up): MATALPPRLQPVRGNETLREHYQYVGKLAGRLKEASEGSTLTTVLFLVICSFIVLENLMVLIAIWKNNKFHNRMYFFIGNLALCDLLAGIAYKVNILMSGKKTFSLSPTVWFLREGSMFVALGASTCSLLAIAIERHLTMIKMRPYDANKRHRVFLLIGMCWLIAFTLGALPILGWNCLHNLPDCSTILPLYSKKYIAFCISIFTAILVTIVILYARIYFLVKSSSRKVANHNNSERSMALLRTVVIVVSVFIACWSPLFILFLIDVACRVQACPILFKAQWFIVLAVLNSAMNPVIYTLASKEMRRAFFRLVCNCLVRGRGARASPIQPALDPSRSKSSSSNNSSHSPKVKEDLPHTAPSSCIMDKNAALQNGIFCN
#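 Benchmarks: high control 1 µM S1P / System: stable CHO line with human S1P3, Gα16, NFAT-BLA reporter / Dosing: single compound concentration, 4.5 µM final / Timing: 4 h compound at 37 °C, 2 h substrate at RT / Measured by: FRET β-lactamase substrate fluorescence, excitation 405 nm, 460/535 nm emission ratio, background-subtracted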
# MMP13 inh – inhibitors of human MMP13 | actives 0.07% (n = 65,000) | AID 570 | MMP-13 fTHP FRET cleavage, Mca fluorescence | P45452 | inhibition, % at 4 µM;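 active = inhibition above the mean of compound-free control plate wells plus 3 SD, cut at about 14% in these data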;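 also: 0% = DMSO wells and 100% = wells with reference MMP-13 inhibitor after basal subtraction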
# Autofluor 339 – intrinsic fluorescence of library compounds, ex339/em460 – biochemical, MLSMR library, data from DPM-DC assay, artefact control, profiling panel. actives 5.5% (n = 65,000). compound autofluorescence, ex339/em460 nm, NADH buffer; hits give high values; 1 = no-compound wells, NADH background. fluorescence fold increase at 10 µM;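 active = at 10 µM, mean starting fluorescence two-fold or more over control wells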;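 also: signal is the first read of a kinetic run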
# HTR1E antagonist – 5-HT1E (human) receptor antagonism; CHO 5-HT1E Ga15 NFAT-bla reporter, FRET, antagonist; inhibition, % at 6 µM; actives 0.99% (n = 65,000);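 active = inhibition above a set limit, the mean inhibition across every tested compound plus 3 SD, cut at about 29% in these data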;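 also: signal is the 460 over 535 nm emission ratio of beta-lactamase substrate; 0% = agonist plus DMSO wells and 100% = wells without agonist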
# 5-HT1A blocker – blocks the human serotonin 5-HT1a receptor | inhibition, % at 10 µM | CHO 5-HT1a Ga15 NFAT-bla reporter, antagonist mode | actives 0.68% (n = 62,000) | P08908;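 active = inhibition above the mean of all tested compounds plus 3 SD, cut at about 43% in these data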;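 also: receptor stimulated by 5-CT agonist at 100 nM near EC80; beta-lactamase reporter measured by ratiometric fluorescence of a cleavable substrate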
# Target sequence (P08908 whole entry, looked up): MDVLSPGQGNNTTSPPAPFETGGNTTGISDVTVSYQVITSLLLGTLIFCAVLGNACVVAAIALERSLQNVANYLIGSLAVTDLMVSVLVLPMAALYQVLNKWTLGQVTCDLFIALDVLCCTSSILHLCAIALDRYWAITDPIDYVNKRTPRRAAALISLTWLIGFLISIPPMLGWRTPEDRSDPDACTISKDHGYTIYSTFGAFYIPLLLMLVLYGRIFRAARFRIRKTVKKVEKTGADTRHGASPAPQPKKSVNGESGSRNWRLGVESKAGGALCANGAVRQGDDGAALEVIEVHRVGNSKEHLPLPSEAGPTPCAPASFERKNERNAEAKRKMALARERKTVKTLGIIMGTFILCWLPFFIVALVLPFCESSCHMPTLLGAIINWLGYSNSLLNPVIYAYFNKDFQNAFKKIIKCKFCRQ
# Abs 340nm – compound absorbs light at 340 nm. fold change at 10 µM. compound absorbance at 340 nm, fold over control. AID 708. 65,000 tested, under 10 active;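 active = at 10 µM dose, initial 340 nm absorbance at least 2 fold that of control wells; inactive = change under 2 fold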;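 also: initial absorbance extrapolated from kinetic A340 decline of NADH oxidation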
# * = called active by the depositor; . = no result given; [ ] = another dose, or the depositor's remark.
Her2 expr inh	5HT1E ag	S1P1 ag-PAM	S1P3 agonist	MMP13 inh	Autofluor 339	HTR1E antagonist	5-HT1A blocker	Abs 340nm	molecule
66	0.1	19	0.2	2	1.1	7	-3	1	O=C(CSC1=NCCS1)Nc1nc2c(s1)CCCC2
111	2.1	16	-1.0	2	1.1	1	7	1	Cc1csc(Sc2nc3c(c(=O)[nH]c(=O)n3C)n2CCCc2ccccc2)n1
102	-0.6	-14	-1.0	0	1.1	9	4	1	COc1ccc(C)cc1NC(=O)c1ccc(NC(=O)CC2SC(N3CCCC3)=NC2=O)cc1 (configuration not stated)
37	-0.6	15	-1.7	1	1.2	74*	58*	1	O=C(c1ccco1)N1CCN(C(=O)N2c3ccccc3Sc3ccccc32)CC1
87	-0.8	7	0.2	-2	1.1	8	0	1	COCc1cc(C)c(C#N)c(=S)[nH]1
36	0.1	-8	-0.2	1	1.2	36*	19	1.1	COc1ccccc1-c1nnc2sc(-c3cc4ccccc4o3)nn12
85	0.1	-5	-0.4	2	1.1	4	-8	1	COc1cc(C2C(C#N)=C(N)Oc3n[nH]c(-c4ccncc4)c32)cc(OC)c1OC (configuration not stated)
101	-0.1	-20	-0.7	-14	1.1	-8	14	1	Cc1ccc(-c2nn(-c3ccccc3)cc2C2SCC(=O)N2Cc2ccccc2)o1 (configuration not stated)
104	-0.5	-7	-2.6	-13	1	-6	.	1.1	Cc1ccc(-n2[nH]c(C)c(C=Nc3cc(C)ccn3)c2=O)cc1
109	-0.6	-7	1.4	-3	1.1	7	10	1.1	CCOC(=O)C1CCN(CC(O)COc2ccc(C(=O)CC)cc2)CC1 (configuration not stated)
101	-0.9	-31	0.4	7	1.1	-2	-8	1	CC(C)Oc1cccc(C(=O)Nc2ccc(CN3CCOCC3)cc2)c1
93	-1.3	12	-0.6	-2	1	-6	-2	1	CN1CCN(CC#CC2(O)CCCCC2)CC1
83	-2.1	.	-0.7	4	1.1	8	14	1.1	Cc1ccccc1N1CCN(S(=O)(=O)c2ccc3oc(=O)ccc3c2)CC1
87	-0.1	9	-4.5	1	1.1	5	.	1.2	COc1ccc(C(=O)c2ccc(N3CCOCC3)cc2)c(OC)c1
86	0.2	-17	0.2	3	1.1	-5	5	1	CC(C)C(c1nnnn1CCc1ccccc1)N1CCOCC1 (configuration not stated)
69	-0.8	4	-1.7	1	1.1	5	-8	1.1	Cc1cc(C(=O)Nc2cccnc2)on1
71	0.1	7	-0.5	-1	1.2	-5	-11	1	CCCc1cc(=O)n2[nH]c(NCc3ccc(Cl)cc3Cl)nc2n1
101	-0.4	-14	-1.1	2	1.1	8	9	1	COc1ccc(C)cc1NC(=O)CN1CCN(c2ccccc2F)CC1
72	0.5	9	-1.0	0	1	13	30	0.98	CCC1Oc2ccc(C)cc2N(CC(=O)NCCCN2CCN(Cc3ccccc3)CC2)C1=O (configuration not stated)
108	0.1	7	1.5	1	1.1	-6	-16	1	Cn1c(=O)[nH]c(=O)c2c1nc(N1CCCCC1)n2CC(O)CN1CCCCC1 (configuration not stated)
92	0.0	5	-0.8	6	1.1	0	12	1	CC(C)n1c(NCc2nc3ccccc3n2C)nc2ccccc21
94	0.3	-17	1.2	1	0.82	4	-6	1.1	Cc1cc(C)n(-c2nc(Nc3ccccc3)nc(-n3nc(C)cc3C)n2)n1
56	0.2	-2	-0.5	-2	1.1	1	9	1	Cc1ccc2c(CC(=O)NCc3ccco3)coc2c1C
112	-0.2	0	-0.5	-2	1	-8	9	0.97	CCOC(=O)N1CCN(C(=O)Nc2ccc(Cl)cc2)CC1
103	-0.5	-14	-0.6	-5	1.2	24	7	1.1	COCCN(CCOC)Cc1cc(=O)oc2cc3c(cc12)CCC3
120	-0.1	1	-3.8	-8	1.1	0	.	1.1	COC(=O)c1[nH]c(C)c(/C(O)=C2\C(=O)C(=O)N(CCN3CCOCC3)C2c2ccccc2OC)c1C (configuration not stated)
93	-1.0	.	.	2	1.1	7	11	1	O=C(c1ccco1)N1CCN(C(=O)C2CCCN(S(=O)(=O)Cc3ccccc3)C2)CC1 (configuration not stated)
127	0.1	-4	-1.0	2	1.1	2	0	1	CC1(C)CC(=O)C(C=NCCc2ccc(O)cc2)=C(O)C1
80	1.2	15	-1.0	0	1.1	8	.	1	Cc1ccc(-c2nnc(-c3ccccc3)o2)cc1Br
78	-0.2	-9	-0.6	-16	1.9	-10	-6	1	CCn1c(SC(=O)NC2CCCCC2)nnc1-c1cccs1
107	-0.8	2	0.0	1	1.1	1	3	0.98	COc1ccc(CCNC(=O)c2nnn(CC(=O)Nc3ccccc3)c2N)cc1OC
112	-0.8	30	-0.9	-3	1.2	10	-13	1	Cc1ccc(C(=O)Nc2ncc(Cc3ccccc3)s2)o1
100	-0.3	7	-0.7	-2	1.5	3	5	1.1	O=C(CSc1nc(-c2ccco2)cc(C(F)(F)F)n1)NCC1CCCO1 (configuration not stated)
113	-1.0	-14	-0.4	5	1.1	-3	4	0.99	Cn1c(=O)c2c(ncn2CC(N)=O)n(C)c1=O
106	0.1	.	-1.4	4	1.2	2	6	0.99	O=C(NCCO)c1cc2ccccc2cc1O
129	0.1	12	-0.4	-3	1.2	-6	2	1	CC[N+](CC)(CC)C/C(N)=N/O
129	-1.0	0	0.0	1	0.98	0	19	1	Cc1ccc(Cl)c2c1NC(=O)C2(O)CC(=O)c1ccccc1O (configuration not stated)
92	0.7	-32	-0.2	-18	2.1*	8	-8	1	COCCNC(=O)CSc1nc(-c2ccc(OC)c(OC)c2)cc(C(F)(F)F)n1
115	0.0	-22	-1.2	1	1.1	-3	-3	1.1	O=C(c1ccccc1)c1ccc(N2CCOCC2)c(F)c1
123	0.7	17	-0.4	-18	4.8*	7	-1	1.1	CC(C)OC(=O)CC(=O)c1sc2nc3c(cc2c1N)CN(C)CC3
102	0.6	17	-1.1	-1	1	3	-11	1	COc1ccc(S(=O)(=O)NCc2ccncc2)cc1OC
84	1.1	-12	-1.5	6	1.1	11	-3	1	CCOC(=O)CSC1=C(C#N)C(c2sccc2C)CC(=O)N1 (configuration not stated)
106	-1.1	-5	-1.1	5	1.1	9	3	1.1	Cc1csc(NC(=O)CSCC(=O)Nc2ccccc2)n1
87	-0.4	-10	-0.6	-14	1.5	5	0	1.1	O=C(c1nc2nc(-c3ccccc3)cc(C(F)(F)F)n2n1)N1CCOCC1
39	-1.1	38	-1.0	3	1.9	-1	0	1.1	CC(C)c1nnc(NC(=O)c2c(O)c3cccc4c3n(c2=O)CCC4)s1
141	-0.8	-3	-0.9	0	1	2	-8	1	O=C(CSc1nnc(-c2cccnc2)n1-c1ccccc1)NCc1ccc2c(c1)OCO2
104	-0.3	-20	-0.6	3	1.1	-5	0	1	O=C1C2CCCN2C(c2ccccc2F)N1c1cccc(Cl)c1 (configuration not stated)
154	0.0	-11	-0.9	-8	3.8*	10	9	1.1	CC1CCN(C(c2cc3cc4c(cc3[nH]c2=O)OCO4)c2nnnn2CC2CCCO2)CC1 (configuration not stated)
104	-0.9	-3	-0.4	-4	1.2	-2	-8	1	O=C(O)CSc1nnc(Cn2c(=O)sc3ccccc32)n1-c1cccc(Cl)c1
105	0.2	.	-1.4	3	1.1	-1	11	1	CCn1ncc(Br)c1C(=O)Nc1ccc(F)cc1F
87	-0.4	-23	-0.4	-8	1.2	2	-5	0.99	NC(=O)CSc1nnc(CNc2ccc(F)cc2)n1CC1CCCO1 (configuration not stated)
108	-0.3	-6	0.1	-2	1.1	1	22	1	Cc1ccccc1NC(=O)CCC(=O)OCCCC(F)(F)C(F)(F)F
73	1.4	-8	-0.6	4	1.1	1	-3	1.1	O=C(CSc1ncnc2c1oc1ccccc12)Nc1ccc2c(c1)OCCO2
102	-0.3	-16	0.2	-8	1	-6	-17	1	Cn1c(SCC(=O)N2CCCC2)nc2ccccc2c1=O
106	0.3	.	.	1	1	-8	0	1	CCCC(C(=O)NCc1ccco1)N(C(=O)CNS(=O)(=O)c1ccccc1)C1CCCC1 (configuration not stated)
82	0.4	3	1.2	-5	1	-6	.	1.1	COc1cccc(C2/C(=C(\O)c3ccc(OC)c(OC)c3)C(=O)C(=O)N2c2cc(C)on2)c1 (configuration not stated)
122	-0.3	2	-0.2	6	1.1	-2	6	0.99	O=C1CN(C(=O)CN2CCCC2)C(c2ccccc2)c2cc(Br)ccc2N1 (configuration not stated)
105	0.1	.	-0.3	6	0.99	7	6	1	O=C(Nc1ccc2c(c1)OCO2)c1cccc(Cl)c1
99	-0.2	-11	-0.4	-2	1.1	-5	0	1	CC(C)OCCCNC(=O)c1ccc(NS(C)(=O)=O)cc1
98	-0.5	22	-0.9	3	1.1	-1	4	0.99	Cc1ccn2cc(C(=O)Nc3ccc4c(c3)OCCO4)nc2c1

# (cont.)
Her2 expr inh	5HT1E ag	S1P1 ag-PAM	S1P3 agonist	MMP13 inh	Autofluor 339	HTR1E antagonist	5-HT1A blocker	Abs 340nm	molecule
65	-0.9	-36	0.3	-15	1.8	20	14	1.1	CC(=O)Nc1ccc(Nc2ncnc3c2cnn3-c2cccc(C)c2)cc1
114	-0.5	6	-1.5	2	1	3	2	1	Cc1ccc(S(=O)(=O)N2CCN(C3CCN(Cc4ccccc4)CC3)CC2)cc1
89	-1.6	-8	-0.1	7	1.3	-6	3	1.1	C=CCOc1ccc(/C=N/n2cncn2)cc1OC
91	-0.3	-19	-1.8	-73[fluorescence artefact?]	2.4*	-4	.	1.1	CCOC(=O)c1ccc(N2CC(O)=C(c3nc4ccccc4c(=O)[nH]3)C2=N)cc1
84	0.9	7	-1.9	-320[fluorescence artefact?]	2.4*	-10	.	1	CCC(=O)Nc1ccc(-c2nnc(-c3ccccc3)o2)cc1
93	-1.9	3	-1.7	0	1.1	12	-5	1.1	C#Cc1ccc(C(=O)Nc2cc(C(N)=O)ccc2N2CCOCC2)cc1
90	-0.7	-13	-0.5	4	1.1	7	10	0.98	CC(C)CCNC(=O)CN(CC1CCCO1)C(=O)CCC(=O)Nc1nccs1 (configuration not stated)
72	-0.4	-8	-1.6	0	1.1	12	14	1	COc1ccc(-c2nnn(CC(=O)N(CC(=O)NCCC(C)C)Cc3cccs3)n2)cc1OC
101	0.4	-14	0.7	0	1.1	0	4	1.1	Cn1nc(C(=O)NC2CCCCC2)c2ccccc2c1=O
41	0.7	5	-0.5	-67	1.8	-24	.	1.1	Cc1ccc(-n2nc3cc(Cl)c(NC(=O)c4ccco4)cc3n2)cc1
56	1.1	-26	0.1	-2	1.4	-16	-14	1.1	COc1cccc(NC(=O)c2oc3ccccc3c2NC(=O)C2CC2)c1
74	0.3	-11	0.5	-1	1.1	-6	-8	1	Cc1ccc2c(c1)NC(=O)C(CC(=O)NCCCN1CCCCC1)O2 (configuration not stated)

# Some of the entries so far, as comma-separated lines.
compound,Her2 expr inh,5HT1E ag,S1P1 ag-PAM,S1P3 agonist,MMP13 inh,Autofluor 339,HTR1E antagonist,5-HT1A blocker,Abs 340nm
COc1cccc(NC(=O)c2oc3ccccc3c2NC(=O)C2CC2)c1,56,1.1,-26,0.1,-2,1.4,-16,-14,1.1
Cc1ccc2c(c1)NC(=O)C(CC(=O)NCCCN1CCCCC1)O2 (configuration not stated),74,0.3,-11,0.5,-1,1.1,-6,-8,1

# An unsorted share of the library, and some 8.5% of all compounds hit somewhere here.
